High-throughput results: PubChem, National Center for Advancing Translational Sciences (NCATS)
S3 lipid droplet: qHTS Assay for Lipid Storage Modulators in Drosophila S3 Cells; Drosophila S3 cells, BODIPY lipid droplet fluorescence, 18-24 h; cells fed with added oleic acid; Potency in µM for hits, for the others lipid storage change, negative = inhibition, % at the top dose, mostly 46.1 µM; 320,000 tested, 0.64% active; active means well fitted inhibition curve with a large enough effect in the signal ratio, with a control signal flat, not every such curve was filed as active; inconclusive means small, poorly fitted or top-dose-only effect, or effect the other way, or a change in a side signal; the % refers to the signal ratio
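Drosophila S3 cells got compounds at several concentrations plus oleic acid (400 uM solution). Laser-scanning cytometry with 488 nm excitation read lipid droplets at 500-530 nm and cells at 575-640 nm. Percent activity was relative to 20 uM Triacsin C.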
S3 lipid droplet cell count max: recorded beside S3 lipid droplet, whose call it bears; cell number change, %; measured here: cell count max response;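 cells counted by Cell Tracker Red CMTPX staining in the red channel; peak over a dose series mostly up to 46.1 µM; percent activity relative to internal control wells on each plate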
* marks the source's active call; other numbers are inactive results; i = inactive; ? = inconclusive; · = no result given; [ ] = remark or other dose. On the % scale 0 is the no-effect control and ±100 the full control effect; potency means the concentration at half of the fitted maximal effect. Some of the compounds tested; the hit share may differ from the screen's.

canonical_smiles,S3 lipid droplet,S3 lipid droplet cell count max
Cc1ccc(N2CC(C(=O)N3CCCCCC3)CC2=O)cc1 (stereo not drawn),?,·
OC(Cn1cccn1)c1ccccc1 (stereo not drawn),-0.5%,2.9
CC(=O)c1ccc(OCCn2c(SCC(=O)O)nc3ccccc32)cc1,?,·
Cc1ccc2sc(N(CCCN(C)C)C(=O)c3ccc(S(=O)(=O)N(C)C)cc3)nc2c1C,?,·
O=C(Nc1ccc(Cl)cc1)c1ccncc1,?,·
Cc1ccc(-n2ncc3c(N4CCC(C(N)=O)CC4)ncnc32)c(C)c1,-1.4%,-17.7
COc1ccc(N2CCN(C(=O)Cc3ccc(C)cc3)CC2)cc1,-22.0%,-18.5
Cn1c(=O)c(=O)n(C)c2cc(N3CCCC3)c(NS(=O)(=O)c3ccc(F)cc3)cc21,?,·
O=C(NCCNCc1cccs1)c1ccccc1F,?,·
N#C/C(=C\c1c(N2CCCCC2)nc2ccccn2c1=O)C(=O)NC1CCS(=O)(=O)C1 (stereo not drawn),?,·
Cc1ccc(C)n1-c1ccc(-c2nnc3n2CCCCC3)s1,19.8%,-15.8
Cc1ccc(N2C(=O)C3C4CC(=O)C(c5ccccc54)C3C2=O)cc1C (stereo not drawn),2.9%,0.4
COc1ccc(C(C)NC(=O)CCc2ccccc2)cc1 (stereo not drawn),12.9%,·
COC(=O)CNC(=O)C1CCCN1C(=O)OC(C)(C)C (stereo not drawn),i,11.5
CNc1nc(NC#N)nc(SC)n1,?,·

canonical_smiles,S3 lipid droplet,S3 lipid droplet cell count max
Cn1c2ccccc2c2ncn(Cc3ccc(F)cc3)c(=O)c21,4.5%,-25.2
O=C(NCC(=O)N1CCN(S(=O)(=O)c2cccs2)CC1)c1ccc(Cl)cc1,?,·
O=C(NCc1ccc(Cl)cc1)C1CCN(C(=O)c2ccco2)CC1,?,·
CN(C)c1nc(OCCOC(=O)Nc2ccc(Cl)cc2Cl)nc(N(C)C)n1,?,·
O=C(CCN1CCN(CCO)CC1)Nc1ccccc1,-2.4%,13.7
CC(C)N(C)Cc1nnnn1CC(=O)N(C)Cc1ccc(F)cc1,i,-18.1
COC(=O)C(Cc1cnc(Cl)s1)(C(=O)OC)c1ccc([N+](=O)[O-])cc1[N+](=O)[O-],?,·
CCc1ccc2[nH]cc(S(=O)(=O)c3ccc(C)c(C)c3)c(=O)c2c1,i,·
CCOC(=O)C1=C(C)N(CCCCCC(=O)O)C(=O)NC1c1cccc([N+](=O)[O-])c1 (stereo not drawn),1.9%,23.1
COc1ccc(NC(=O)CCN2CCN(S(=O)(=O)c3ccc(OC)cc3)CC2)cc1,2.5%,·
Nc1ccc2c(c1)OC1(CCCC1)O2,-18.4%[9.22 µM],-16.4
Cc1nnc(SCC(=O)NC(C)(C)C)n1CCc1ccccc1,1.0%,1.3
Cc1cc(NCc2ccccn2)n2c(nc3ccccc32)c1C#N,?,·
CC(C)(Oc1ccc(Cl)cc1)C(=O)OCC(=O)NCCc1ccc(S(N)(=O)=O)cc1,?,·
COc1ccc(-n2c(SCC(=O)Nc3ccccc3C)nc(O)c(Cc3ccccc3)c2=O)cc1,?,·

Fetched by structure from the entries so far:
canonical_smiles,S3 lipid droplet,S3 lipid droplet cell count max
Nc1ccc2c(c1)OC1(CCCC1)O2,-18.4%[9.22 µM],-16.4
O=C(CCN1CCN(CCO)CC1)Nc1ccccc1,-2.4%,13.7
O=C(NCC(=O)N1CCN(S(=O)(=O)c2cccs2)CC1)c1ccc(Cl)cc1,?,·

Remaining list, next part.
canonical_smiles,S3 lipid droplet,S3 lipid droplet cell count max
CC(=O)Nc1cc(C(=O)OCC(=O)c2ccc(Cl)cc2Cl)ccc1C,-17.1%,-6.0
Cc1ccnc(NS(=O)(=O)c2ccc(N3C(=O)c4c(Cl)c(Cl)c(Cl)c(Cl)c4C3=O)cc2)n1,-11.0%,-12.1
O=C(NC(=S)N1CCOCC1)c1cc2ccccc2o1,?,·
COc1ccc(-c2nn3c(-c4ccccc4)nnc3s2)cc1,-13.3%,·
O=C(CCC(=O)c1ccc(Cl)cc1)NCc1ccccc1,i,-20.1
CCN(CC)c1ccc(NC(=S)NC(=O)Cc2ccccc2)cc1,?,·
Fc1ccc(CNc2ccc(N3CCN(Cc4ccccc4)CC3)cc2)cc1,?,·
O=C(CN1C(=O)COc2ccc(S(=O)(=O)N3CCCC3)cc21)NC1CCCCCCC1,-14.2%,-11.5
O=C(CSc1nnc(-c2ccc(F)cc2)o1)NC1CCCCC1,15.9%,12.0
Cc1ccc(OCCC(=O)OCC(=O)NCc2ccccc2)cc1,?,·
CCOc1cc(C2C(C(=O)OC)=CN(Cc3ccc(Cl)cc3)C=C2C(=O)OC)ccc1O,?,·
COC(=O)[C@@H]1C[C@@H]2CC[C@@H](O)C[C@@H]2N1Cc1ccc(N2CCN(C)CC2)cc1,1.3%,7.9
Cc1ccc(C(=O)OCC(=O)Nc2ccc3c(c2)OCO3)cc1S(=O)(=O)N1CCOCC1,12.5%,-2.3
CCCCC(=O)Nc1cccn2ncnc12,?,·
c1csc(-c2nnc(N3CCCCCC3)c3ccccc23)c1,?,·

canonical_smiles,S3 lipid droplet,S3 lipid droplet cell count max
O=C1NC(C(=O)O)=CC(c2cccc(Cl)c2Cl)N1 (stereo not drawn),-6.5%,-24.3
O=C(c1cnn2c(C(F)F)cc(-c3ccccc3)nc12)N1CCCCC1c1cccnc1 (stereo not drawn),-12.7%,-13.9
COc1ccccc1Cn1c(=O)oc2ccc(C)cc21,17.4%,14.4
COC(=O)C1=C(C)N(c2ccc(C(=O)OC)cc2)C(=O)C1,i,·
CN(C)S(=O)(=O)c1cccc(NC(=O)COC(=O)c2cccc(S(=O)(=O)N3CCc4ccccc4C3)c2)c1,?,·
O=C(NNC1CC(=O)N(c2ccc3c(c2)OCCO3)C1=O)c1ccc(Cl)cc1 (stereo not drawn),-7.5%,0.4
COC(=O)c1c(C)[nH]c(O)c1C=Nc1ccc(C(C)C)cc1,?,·
O=C1CN(C(=O)COC(=O)c2ccccc2Br)c2ccccc2N1,-4.5%,-21.8
COc1ccc(COC(=O)Nc2cn(C)nc2C(F)(F)F)cc1,22.4%[9.22 µM],7.1
CS(=O)(=O)N1CCC(C(=O)N2CCc3ccccc3C2)CC1,-6.2%,13.9
COc1ccc(-n2c(COc3cccc(C)c3)nnc2SCC(=O)NCc2ccco2)cc1,?,·
COc1ccc(NC(=O)c2cccnc2SC)cc1S(=O)(=O)N1CCCCC1,?,·
CN(C)CCOc1cccc(Cl)c1,0.3%,-9.6
O=C(O)/C(=C\c1cccc(F)c1)c1ccc(S(=O)(=O)N2CCCC2)s1,?,·
CC1(C)CC(=O)N(Cc2ccccc2)C(=O)C1,-2.8%,0.9

canonical_smiles,S3 lipid droplet,S3 lipid droplet cell count max
CC1CC(=O)c2cnc(NCc3ccco3)nc2C1 (stereo not drawn),?,·
CCOC(=O)c1ccc(-c2c(-c3ccc4c(c3)OCO4)noc2C)cc1F,i,11.7
COC(=O)CC(NS(=O)(=O)c1cccs1)c1cccc2ccccc12 (stereo not drawn),22.6%,-16.8
COc1ccc(CNC(=O)C2CCCN2S(=O)(=O)c2ccc(S(=O)(=O)N(C)C)cc2)cc1 (stereo not drawn),1.7%,-5.2
Nc1n[nH]c2c1C1(CCCCC1)Cc1ccccc1-2,?,·
CCCCOC(=O)c1ccc(NC(=S)N2CCN(c3ncc4c(=O)c(C(=O)O)cn(CC)c4n3)CC2)cc1,9.4%,-9.0
CCOC(=O)C1=C(COC(=O)COc2ccccc2C#N)NC(=O)NC1C (stereo not drawn),?,·
COc1cccc(-c2nc3ccccc3s2)c1,?,·
O=C(CSc1ccc2nnc(CCNC(=O)c3ccccc3)n2n1)NC1CCCC1,?,·
COC(=O)c1cccc(NC(=O)COC(=O)CSc2nc(C)cc(C)n2)c1,-0.4%,16.2
CCN(C(=O)COc1cc(=O)n(CC)c2ccccc12)c1cccc(Cl)c1,i,·
COCC(C)n1c(=O)sc2ccccc2c1=O (stereo not drawn),-14.0%,19.3
O=C(c1cc2ccccc2oc1=O)N1CCOCC1,-3.0%,6.2
COc1ccc(CCN(C)C(=O)C2CCN(Cc3ccccc3)CC2)cc1OC,?,·
CS(=O)(=O)N1CCC(C(=O)Nc2ccc(F)cc2F)CC1,-1.5%,8.2

canonical_smiles,S3 lipid droplet,S3 lipid droplet cell count max
O=C(NCCCl)Nc1cccnc1Cl,?,·
Cc1ccc(NC(=O)N2CCCC2C(=O)Nc2nnc(C(C)C)s2)cc1 (stereo not drawn),17.7%,-3.8
CC(=O)NC(Cc1ccccc1)c1ccc2c(c1)OCCCO2 (stereo not drawn),?,·
Cc1cc(C(=O)NCCC(c2ccccc2)c2ccccc2)c(C)o1,i,·
O=C(NC(=S)NCCN1CCOCC1)c1ccccc1Cl,-2.8%,-6.3
CCOC(=O)CN(C(=O)CSc1nnc(C)n1-c1ccccc1)c1ccccc1,i,·
Clc1cccc(-c2ccc(C=Nc3ccc(N4CCOCC4)cc3)o2)c1Cl,3.6%,9.3
CCOC(=O)c1c(Nc2ccccc2)sc(/C=C2\C=Nc3ccccc32)c1O,?,·
O=C(NNc1ccc(Cl)cc1)c1cccs1,?,·
C/C(CC(=O)NCc1ccco1)=N\NC(=O)CC#N,?,·
Cc1cc(Br)ccc1NC(=O)c1ccc(-n2cncn2)c([N+](=O)[O-])c1,i[0.0737 µM],·
COc1cccc(-c2ccc3ncnc(NCc4cccc(C)c4)c3c2)c1,?,·
COc1cccc(OC)c1OCCCOc1ccc(C)cc1Br,?,·
COc1cccc(C(=O)Nc2ccc(NC(=O)Cc3ccccc3)cc2)c1,?,·
CCOc1ccc(C(=O)NCC(=O)OCCCOC(=O)CNC(=O)c2ccc(OCC)cc2)cc1,?,·

canonical_smiles,S3 lipid droplet,S3 lipid droplet cell count max
Cc1ccc(S(=O)(=O)n2c([N+](=O)[O-])cnc2C)c(C)c1C,?,·
CCc1nn2c(=O)cc(COc3ccc(/C=C4\C(=N)N5N=C(CC(C)C)SC5=NC4=O)cc3)nc2s1,26.4%,13.0
CCn1c(CNc2ccc(F)cc2)nnc1SCC(=O)OC1CCCCC1,?,·
COc1ccccc1/C=N\Nc1cn[nH]c(=O)c1Cl,-0.1%,·
O=C(NC1CCCCC1)c1cc(C2CC2)nn1-c1ccccc1,?,·
Clc1ccc(OCc2nn[nH]n2)cc1,?,·
C/C(=N\N=C1\NC(=O)CC(C(=O)O)S1)c1cccs1 (stereo not drawn),?,·
Cc1cccc2c(N)c3c(nc12)N(C)CC3,i,8.6
CC(C)c1ccc(C(=O)N(c2ccccn2)C(C)c2ccco2)cc1 (stereo not drawn),11.6%,6.9
CCN(CC)CCCNC1CCS(=O)(=O)C1 (stereo not drawn),?,·
O=C(CCN1C(=O)C2CCCCC2C1=O)Nc1cc(F)ccc1F (stereo not drawn),-1.0%,6.8
N#C/C(=C\c1ccc(OCC(N)=O)cc1)C(=O)NC1CC1,-29.1%,0.5
Cc1ccc(CNC(=O)Cn2cc(C(F)(F)F)ccc2=O)cc1,9.1%,10.2
Cc1cc(N/N=C/c2ccccc2Br)nc2ccccc12,?,·
CC(=O)Nc1ccc(Oc2ncccn2)c(Cl)c1,?,·

canonical_smiles,S3 lipid droplet,S3 lipid droplet cell count max
COc1cc(/C=C(\NC(C)=O)C(=O)NC(C)(C)CC(C)(C)C)ccc1OC(C)=O,-4.9%,-1.5
CCOC(=O)C1=C(c2ccccc2)NC(=O)NC1c1ccc(O)c(OCC)c1 (stereo not drawn),?,·
COc1cccc(CNC(=O)c2ccc(NS(=O)(=O)c3ccc4[nH]c(=O)[nH]c4c3)cc2)c1,19.0%,13.5
CN(Cc1cccc(F)c1)C(=O)CSc1nnnn1C1CC1,?,·
O=C1CCCN2N=C(SCC(=O)Nc3ccc(F)cc3F)SC2=N1,?,·
CC(=O)Nc1ccc(NC(=O)CCc2ccc(C)o2)cc1,i,-8.3
CC(=O)c1cccc(Nc2nc(N3CCOCC3)nc(N3CCOCC3)n2)c1,?,·
CCCN(CCC)CCNC(=O)CS(=O)Cc1nc(-c2ccc(C)cc2)oc1C (stereo not drawn),7.1%,10.2
CCOC(=O)CSc1c(-c2ccc(Cl)cc2)[nH]c2ccccc12,?,·
O=C(/C=C/c1ccc(Cl)cc1Cl)n1cccn1,i,-2.4
CN(C)Cc1ccc(O)c(CCc2ccccc2)n1,i,5.6
COc1ccc(NC(=O)c2c(C)nn(Cc3ccccc3)c2Cl)cc1S(=O)(=O)N1CCOCC1,?,·
S=C(NC1CC1)N1CCN(C(=S)NC2CC2)CC1,?,·
CCOCCCn1c(SCC(=O)N(C)C2CCS(=O)(=O)C2)nc2ccccc2c1=O (stereo not drawn),?,·
CC12CCC(=O)N1C(C(=O)Nc1nccs1)CS2 (stereo not drawn),?,·
Cc1ccc(OC(=O)COc2ccccc2C)cc1,1.2%,8.8
CC(C)(C)NC(=O)c1ccc2c(c1)N(CC(=O)N1CCCCC1)C(=O)C(C)(C)O2,?,·
CCOCC(=O)N1CCc2ccccc21,17.0%,-8.8
